# Pf growth 48h: inhibits P. falciparum growth in the first generation, 48 h | P. falciparum luciferase growth in erythrocytes, 48 h | Potency, µM (highest dose often 28.7 µM), without a hit: at the top dose activity change, negative = inhibition, actives largely listed as inhibitors | 310,000 compounds, 5.9% hits | AID 504832; also: potency is read from the fitted curve at half-maximal effect; % is scaled to controls: 0 for no effect and ±100 for the full control effect
#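 Firefly luciferase activity from engineered P. falciparum reports growth; inhibitors lower the luminescent signal. Cultures contained 2% hematocrit erythrocytes at 0.1% final parasitemia.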
# Pf growth 96h: P. falciparum growth inhibition at 96 hours; P. falciparum luciferase reporter growth, 96 h; Potency, µM (highest dose often 28.7 µM), inactives show at the top dose activity change, negative = inhibition, hits mostly inhibitors; 320,000 compounds, 6.9% hits; also: potency is read from the fitted curve at half-maximal effect; % is scaled to controls: 0 for no effect and ±100 for the full control effect
#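 Delayed-death screen, second-generation endpoint: infected erythrocytes, 2% hematocrit, 0.05% parasitemia final; 96 hours at 37 C, 5% CO2; luciferase detection reagent; luminescence decrease equals reduced growth.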
# FBPA Giardia inh: Giardia lamblia aldolase inhibition; A8B2U2; purified Giardia FBPA; Potency, µM (series often up to 59.6 µM), for the others: at the highest dose activity, negative = inhibition, most hits filed as inhibitors; 290,000 compounds, 0.71% hits; AID 2451; also: potency is read from the fitted curve at half-maximal effect; % is scaled to controls: 0 for no effect and ±100 for the full control effect; nearly all actives have a fitted effect of over 55% in size
# Target sequence (A8B2U2 whole entry, looked up): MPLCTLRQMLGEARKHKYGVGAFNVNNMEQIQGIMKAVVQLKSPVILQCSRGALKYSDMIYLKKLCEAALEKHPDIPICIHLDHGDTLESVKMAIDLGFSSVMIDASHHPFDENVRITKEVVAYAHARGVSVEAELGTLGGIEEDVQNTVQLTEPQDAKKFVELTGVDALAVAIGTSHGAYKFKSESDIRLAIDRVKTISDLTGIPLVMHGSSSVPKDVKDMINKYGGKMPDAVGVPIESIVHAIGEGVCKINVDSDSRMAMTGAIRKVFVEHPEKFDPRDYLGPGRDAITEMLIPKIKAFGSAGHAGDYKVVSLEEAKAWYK
#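 40 nM FBPA preincubated 10 min at RT with compound (up to 57.5 uM final), then substrate plus GAPDH/TPI/NAD/arsenate coupling and diaphorase/resazurin added. Fluorescence read after 20 min at RT, 525/598 nm.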
# HCV inh: HCV inhibition; Huh7.5.1 HCVcc-Cre infection, luciferase reporter, 44 h; Potency, µM (highest dose often 41.8 µM), without a hit: top-dose activity change, negative = inhibition, most hits filed as inhibitors; 340,000 compounds, 3.4% hits; also: potency is read from the fitted curve at half-maximal effect; % is scaled to controls: 0 for no effect and ±100 for the full control effect
#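 Reporter virus HCVcc-Cre (~0.5 moi) infects cells exposed to compound; seeding density 1,000 cells/well with 4 h settling beforehand. Luminescence, 15 sec read, taken 44 h post-infection following a 15 min RT substrate incubation.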
# Shiga inhibitor: inhibitors of Shiga toxin in Vero cells | Vero cells, Shiga toxin protein synthesis inhibition reporter | inhibition, % at 38.7 µM | 290,000 compounds, 9.2% hits | AID 2315; in the data active = inhibition mostly above about 28%, no sharp cut-off; inactive = mostly below about 43%; also: 0% is about no effect
# CHX counter: counter-screen for Shiga toxin inhibitors: cycloheximide protein synthesis inhibition; cell reporter, cycloheximide protein synthesis inhibition counterscreen; max response, %; 300,000 compounds, 12% hits; AID 2314; in the data active = max response mostly above about 13%, no sharp cut-off; inactive = mostly below about 14%; also: read at 38.3 µM for the half of the compounds with a filed dose; 0% is about no effect
# An asterisk follows results filed as active; ? = inconclusive; . = not tested or not shown; & = joins results of further samples; [ ] = another dose, or the depositor's remark. Unless noted, calls follow the shape of the dose curve; as a rule, active = well fitted curve in the direction sought with a large enough effect; inconclusive = small, poorly fitted or top-dose-only effect, or another doubt; inactive = no such curve, though single readings can be large; an effect the other way counts as inactive or inconclusive. Hits appear at their usual frequency (roughly 24% active in at least one column).
SMILES,Pf growth 48h,Pf growth 96h,FBPA Giardia inh,HCV inh,Shiga inhibitor,CHX counter
COC(=O)[C@H](Cc1ccccc1)NC(=O)NCC1CCCO1 (stereo partly specified),-14%,1%,5%,7%,10,-3
CCOc1ccc(S(=O)(=O)Nc2ccc(OC)nc2)cc1,8%,20%,-4%,?,34,-4
CC(=NCc1cccnc1)c1c(O)n(C2CCCCC2)c(=O)[nH]c1=O,-18%,.,1%,18%,-3,2
O=C(CN1C(=O)C2C3C=CC(C4CC34)C2C1=O)Nc1cnc2ccccc2c1 (stereo unspecified),-6%,27%,0%,?,36,14
NC(=O)CN1CCOCCOCCN(CC(N)=O)CCOCCOCC1,-11%,?,0%,8%,6,1
CCOC(=O)C1=C(CS(=O)(=O)c2ccc(C)cc2)NC(=O)NC1c1cc(OC)c(OC)c(OC)c1 (stereo unspecified),24%,13%,-13%,-3%,-19,-8
COC(=O)Cc1cnc(NC(=O)C2C3CCC(C3)C2C(=O)O)s1 (stereo unspecified),0%,.,10%,10%,2,-3
CC1(C)Cc2c(sc3ncn(N)c(=N)c23)CO1,-2%,?,2%,-2%,-17,-4
CCCn1nc(NC(=O)C2CCCO2)c2cc3cccc(C)c3nc21 (stereo unspecified),-29%,-18%,-16%,11µM*,7,0
NC(=O)c1cccc(C[C@H](C(=O)O)N2C(=O)c3ccc(C(=O)O)cc3C2=O)c1,?,20%,-3%,.,-3,8
Cc1cccc(NC(=O)C2CCCN2C(=O)NC2CCCCC2)c1 (stereo unspecified),30%[activator],-20%,4%,7%,-10,11
COc1ccc(NC(=O)CN2CCN(c3ccccn3)CC2)cc1Cl,19%,?,7%,-2%,-5,1
O=C(N/N=C/c1ccncc1)c1cnccn1,-8%,4%,-7%,7%,46,9
Fc1ccc(-n2c(=S)[nH]c3cccnc32)cc1,7%,-13%,18µM*,20%,-2,-2
COc1ccc(CC(=O)Nc2nnc(-c3cccc([N+](=O)[O-])c3)s2)cc1,9%,2%,3%,16%,-22,-4
C=C(C)c1cccc(C(C)(C)NC(=O)N2CCN(c3ccc(OC)cc3)CC2)c1,-14%,69%[activator],4%,-4%,-11,-6
CCOc1ccc(OCCC(=O)N(CC)CC(=O)Nc2ccccc2C(F)(F)F)cc1,5%,8%,.,9%,.,.
CCOc1cc(C2C3=C(CCCC3=O)NC3=C2C(=O)CCC3)cc(Cl)c1O,.,12%,?,-3%,-9,4
O=C(NCCCO)/C(=C/c1ccc(-c2cccc([N+](=O)[O-])c2)o1)NC(=O)c1ccccc1,?,21%,2%,-20%,-5,-4
S=C(NCCc1ccc(Cl)cc1)NC1CC1,-14%,?,-19%,11%,42,13

# Given bar-delimited: 15 of the compounds above
molecule | Pf growth 48h | Pf growth 96h | FBPA Giardia inh | HCV inh | Shiga inhibitor | CHX counter
CCOC(=O)C1=C(CS(=O)(=O)c2ccc(C)cc2)NC(=O)NC1c1cc(OC)c(OC)c(OC)c1 (stereo unspecified) | 24% | 13% | -13% | -3% | -19 | -8
COC(=O)Cc1cnc(NC(=O)C2C3CCC(C3)C2C(=O)O)s1 (stereo unspecified) | 0% | . | 10% | 10% | 2 | -3
CC1(C)Cc2c(sc3ncn(N)c(=N)c23)CO1 | -2% | ? | 2% | -2% | -17 | -4
CCCn1nc(NC(=O)C2CCCO2)c2cc3cccc(C)c3nc21 (stereo unspecified) | -29% | -18% | -16% | 11µM* | 7 | 0
NC(=O)c1cccc(C[C@H](C(=O)O)N2C(=O)c3ccc(C(=O)O)cc3C2=O)c1 | ? | 20% | -3% | . | -3 | 8
Cc1cccc(NC(=O)C2CCCN2C(=O)NC2CCCCC2)c1 (stereo unspecified) | 30%[activator] | -20% | 4% | 7% | -10 | 11
COc1ccc(NC(=O)CN2CCN(c3ccccn3)CC2)cc1Cl | 19% | ? | 7% | -2% | -5 | 1
O=C(N/N=C/c1ccncc1)c1cnccn1 | -8% | 4% | -7% | 7% | 46 | 9
Fc1ccc(-n2c(=S)[nH]c3cccnc32)cc1 | 7% | -13% | 18µM* | 20% | -2 | -2
COc1ccc(CC(=O)Nc2nnc(-c3cccc([N+](=O)[O-])c3)s2)cc1 | 9% | 2% | 3% | 16% | -22 | -4
C=C(C)c1cccc(C(C)(C)NC(=O)N2CCN(c3ccc(OC)cc3)CC2)c1 | -14% | 69%[activator] | 4% | -4% | -11 | -6
CCOc1ccc(OCCC(=O)N(CC)CC(=O)Nc2ccccc2C(F)(F)F)cc1 | 5% | 8% | . | 9% | . | .
CCOc1cc(C2C3=C(CCCC3=O)NC3=C2C(=O)CCC3)cc(Cl)c1O | . | 12% | ? | -3% | -9 | 4
O=C(NCCCO)/C(=C/c1ccc(-c2cccc([N+](=O)[O-])c2)o1)NC(=O)c1ccccc1 | ? | 21% | 2% | -20% | -5 | -4
S=C(NCCc1ccc(Cl)cc1)NC1CC1 | -14% | ? | -19% | 11% | 42 | 13

# More structures:
SMILES,Pf growth 48h,Pf growth 96h,FBPA Giardia inh,HCV inh,Shiga inhibitor,CHX counter
CCCc1nnc(NC(=O)CSc2nc3ccccc3[nH]2)s1,29%,48%[activator],1%,-3%,44*,19*
N=C1C=CC=C2C1=NC1(CCCCC1)N2O,?,-24%,?,-12%,-8,-1
COc1ccc(Cl)cc1N/C(N)=N/c1nc(CSc2ccc(C)cc2)cc(=O)[nH]1,.,?,-2%,8%,8,2
CC(NC(=O)COc1ccccc1)C(=O)NC1=NCCS1 (stereo unspecified),11%,20%,-1%,14%,8,4
CCOC(=O)CCc1c(C)nc2ncnn2c1C,2%,13%,3%,19%,-30,1
Cn1c(NC(=O)c2ccccc2)cc(=O)n(C)c1=O,.,-3%,2%,-13%,-10,-1
CC1CCC(C(C)C)C(OC(=O)COC(=O)c2cc(O)ccc2N)C1 (stereo unspecified),7%,1%,-10%,?,57*,24*
Cn1c(C(=O)N2CCCC(C(=O)NCc3cccs3)C2)cc2sccc21 (stereo unspecified),.,.,-1%,-16%,15,-1
O=C(O)c1ccccc1-c1ccccc1C(=O)NCc1ccco1,10%,11%,15%,10%,-2,0
COc1ccc(CCNS(=O)(=O)c2cccc3nsnc23)cc1OC,4%,262%[activator],2%,6%,-8,-4
Cc1ccc(NC(=S)N(Cc2cccc(Br)c2)CC2CCC(C(=O)O)CC2)cc1Cl (stereo unspecified),-7%,-5%,7%,?,-13,9
COc1ccc(CNC(=O)COc2ccc(OC)cc2)cc1,.,?,0%,23%,14,12
CCN(CC(=O)N1CCC(C(N)=O)CC1)S(=O)(=O)c1ccc(Cl)cc1,24%,?,.,-7%,7,13
O=C(CCS(=O)(=O)c1cccc2nonc12)Nc1cccc2c1CCCC2,-10%,.,2%,10%,4,-4
CC(=O)c1ccc(OCC(=O)Nc2ccc3c(c2)CCC3)cc1,-6%,57%[activator],0%,-25%,18,20*
Cc1ccc2nc(SCC(=O)NCc3ccc4c(c3)OCO4)nc(=O)n2c1,52%[activator],?,.,20%,.,.
CC(C)(Cc1c[nH]c2ccccc12)NCC(O)COc1ccccc1C#N (stereo unspecified),17µM*,7.6µM*,0%,.,-7,-6
Cc1ccc(C(C)C)c(OCCCN(C)Cc2ccccc2)c1,13µM*,?,-24%,-4%,11,-3
CCOc1ccc(/C=C/C(O)=C2/C(=O)N(C)C3(C)CC2c2ccccc2O3)cc1OC (stereo unspecified),6.6µM*,20%,-7%,?,-12,-5
N=C(N)SCc1nc2ccccc2c(=O)n1-c1ccccc1,109%&91%[activator],126%&0%[activator],-20%&-26%,6%&1%,68*,45*
O=C(NC1CCCCC1)c1cc2c(cc1Cl)N1CCCCCC1=NS2(=O)=O,?,?,.,-10%,.,.
Cc1ccccc1N1CCN(C2CCCN(C(=O)CCC3(C)CC3)C2)CC1 (stereo unspecified),-21%,?,.,-8%,-34,-2
CNC(=O)C(C)N1c2cccc3cccc(c23)S1(=O)=O (stereo unspecified),4%,18%,-6%,-10%,-3,-4
CCCn1c(SCC(=O)NC(=O)NC(C)(C)C)n[nH]c1=O,0%,1%,2%,-9%,-11,-9
C=CCn1c(-c2cccc([N+](=O)[O-])c2)n[nH]c1=S,25%,?,-13%,-8%,-4,6
O=[N+]([O-])c1cccc(-c2ccc(/C=N/NC(=S)Nc3cccc(F)c3)o2)c1,?,?,9%,?,10,1
Cc1nn(-c2ccc(F)cc2)c(N)c1C1(O)C(=O)Nc2ccccc21 (stereo unspecified),-5%,16%,-3%,17%,-8,-3
Cc1nn(-c2ccccc2)c(N)c1C(O)(CC(=O)C(F)(F)F)C(F)(F)F (stereo unspecified),6%,0%,4%,-11%,-7,-1
COCCCN1C(=O)C(=O)/C(=C(/O)c2ccc(S(=O)(=O)N3CCOCC3)cc2)C1c1ccc(OC)cc1 (stereo unspecified),-2%,15%,16%,22%,-8,6
NCCCC[C@@H]1NC(=O)c2cc([N+](=O)[O-])cc(I)c2SC[C@@H](C(N)=O)NC(=O)[C@H](CCC(N)=O)NC1=O,-6%,-15%,-7%,13%,-9,-4
CCOC(=O)c1cc(C(=O)NC(C)c2ccccc2)c(C)[nH]c1=O (stereo unspecified),-6%,37%[activator],3%,-9%,-2,-4
COc1ccc2c(c1)c(C(=O)CN1CCN(c3ccccc3)CC1)c(C)n2C,?,?,-1%,?,9,-1
CCC(C(=O)NC(C)c1ccccc1)C(=O)NC(C)c1ccccc1 (stereo unspecified),?,-4%,6%,15%,5,1
CCNC(=S)N/N=C1\C(=O)c2cccc3cccc1c23,11%,.,9%,?,-25,10
Cc1cc(-c2nnc(CCC(=O)NC(c3ccccc3)c3ccccc3)o2)no1,10%,-15%,-5%,7%,35*,25*
CCOC(=O)c1csc(NC(=O)c2ccc(OC)c(OC)c2)n1,67%[activator],.,8%,?,-4,-3
O=C(c1ccc2nc[nH]c2c1)N1CCN(c2cccc(Cl)c2)CC1,13µM*,5.9µM*,.,16%,-15,-2
O=C(N/N=C/c1ccccn1)c1ccc(Br)cc1,?,?,9%,-15%,122*,67*
OCCC1CN(Cc2cccc(F)c2F)CCN1CCc1ccccc1 (stereo unspecified),8%,-12%,13%,-9%,.,-4
CN(Cc1ccc(Cl)cc1Cl)C(=O)c1cc(=O)c2ccccc2o1,-8%,-14%,2%,-12%,24,-1
CC(=O)Nc1ccc(NC(=O)CSc2nc3[nH]ncc3c(=O)n2-c2ccccc2)cc1,-1%,?,1%,-17%,-10,1
